# KCNQ1 act: potentiators or activators of human KCNQ1 potassium channel | hit rate 0.35% among 310,000 | P51787 | AID 2648 | CHO-K1 KCNQ1, thallium flux FluxOR fluorescence; hits give high values | B-score at 10 µM;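 active = fluorescence ratio B-score, a plate-corrected score, at least three library SD, with initial intensity B-score within 5 SD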
#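 System: Stable KCNQ1 CHO-K1 line | Incubation: 90 min dye loading and 20 min compound exposure, both at room temperature | Measure: Ratio B score | Medium: Assay buffer for compound exposure, DMSO matched across wells | Compound dosing: Single-concentration screen | Probe or stimulus: K+/Tl+ depolarizing stimulus | Measured by: Kinetic FluxOR fluorescence, 10 s baseline plus 110 s post-stimulus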
# KCNK3 block: human KCNK3 channel inhibition, primary screen. O14649. CHO-KCNK3 thallium flux, FluxOR fluorescence; hits give low values. B-score at 10 µM. hit rate 0.84% among 340,000. AID 602410;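 active = B-score under library mean minus 4 SD, starting fluorescence ratio at most library mean plus 5 SD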;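 note: more negative B-score means stronger inhibition of thallium flux through KCNK3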
# Target sequence (O14649 whole entry, looked up): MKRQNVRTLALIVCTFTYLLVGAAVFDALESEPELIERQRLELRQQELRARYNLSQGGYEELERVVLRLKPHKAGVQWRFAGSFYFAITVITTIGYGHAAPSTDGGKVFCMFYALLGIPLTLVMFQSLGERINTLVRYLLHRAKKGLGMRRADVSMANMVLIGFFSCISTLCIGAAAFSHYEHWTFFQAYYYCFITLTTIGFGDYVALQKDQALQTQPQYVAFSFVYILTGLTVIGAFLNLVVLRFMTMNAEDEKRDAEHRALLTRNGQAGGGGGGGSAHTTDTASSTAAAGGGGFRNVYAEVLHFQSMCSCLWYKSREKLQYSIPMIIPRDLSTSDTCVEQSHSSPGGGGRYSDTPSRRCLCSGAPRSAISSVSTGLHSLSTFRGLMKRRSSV
# DYRK1A inh: inhibitors of rat Dyrk1A kinase; Q63470; ADP-Glo luminescence, NFATc1 peptide; inhibition, % at 12.5 µM; hit rate 0.43% among 310,000; AID 504441; in the data active = inhibition above about 50%;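 note: plate controls were vehicle with enzyme for no effect and no enzyme for full effect; many of its hits are not listed in these tables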
# hERG rescue: shields human hERG channel from block by proarrhythmic agents | activation (rescue from dofetilide block), less the hit threshold, % at 10 µM | CHO-hERG, FluxOR thallium flux, dofetilide IC70 present | Q12809 | hit rate 0.51% among 310,000 | AID 1511;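 active = activation above the mean of controls blocked by dofetilide plus 5 SD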;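 note: thallium influx through hERG after potassium depolarization seen as dye fluorescence rise; in these data hits start at about 4.7%; inactives centre near -7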
# KCNQ1 inh: inhibitors of human KCNQ1 potassium channel | P51787 | CHO-K1 KCNQ1, FluxOR thallium flux fluorescence; hits give high values | B-score at 10 µM | hit rate 1.3% among 310,000;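 active = compounds whose thallium flux B-score, printed positive for inhibition, exceeds three library SD while starting fluorescence stays within three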;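 note: channel opened by potassium depolarization with thallium stimulus after 20 min compound exposure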
# KCNK9 inh: blocks the human KCNK9 two-pore domain potassium channel; HEK293 KCNK9, FluxOR thallium flux fluorescence; hits give low values; B-score at 10 µM; hit rate 1.2% among 310,000;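 active = ratio B-score over 3 SD below the library mean, with starting fluorescence within 5 SD of its mean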;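 note: negative B-score means less thallium flux so channel inhibition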
# PolyA inhibitor: blocks polyadenylation in yeast reporter cells; S. cerevisiae SKY197-pL101 polyadenylation reporter, beta-gal luminescence; efflux-impaired pdr1/pdr3 knockout yeast; score 100 = 6 SD above DMSO; calls only at 12 µM; hit rate 0.02% among 300,000; AID 1875;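 active = lowest replicate activity score at least 50, where 100 means six control SD above control mean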;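 note: yeast exposed to compound for 9 h at 30 °C; higher score means more reporter readthrough which indicates perturbed polyadenylation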
# GSK3 alpha inh: blocks human GSK-3 alpha kinase. P49840. ADP-Glo luminescence, 60 min. inhibition, % at 10 µM. hit rate 0.1% among 320,000;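 in the data active = inhibition above about 50%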;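 note: GST-tagged GSK-3 alpha with peptide substrate and 25 µM ATP; 0% = DMSO neutral wells and 100% = GW8510 positive control wells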
# Target sequence (P49840 whole entry, looked up): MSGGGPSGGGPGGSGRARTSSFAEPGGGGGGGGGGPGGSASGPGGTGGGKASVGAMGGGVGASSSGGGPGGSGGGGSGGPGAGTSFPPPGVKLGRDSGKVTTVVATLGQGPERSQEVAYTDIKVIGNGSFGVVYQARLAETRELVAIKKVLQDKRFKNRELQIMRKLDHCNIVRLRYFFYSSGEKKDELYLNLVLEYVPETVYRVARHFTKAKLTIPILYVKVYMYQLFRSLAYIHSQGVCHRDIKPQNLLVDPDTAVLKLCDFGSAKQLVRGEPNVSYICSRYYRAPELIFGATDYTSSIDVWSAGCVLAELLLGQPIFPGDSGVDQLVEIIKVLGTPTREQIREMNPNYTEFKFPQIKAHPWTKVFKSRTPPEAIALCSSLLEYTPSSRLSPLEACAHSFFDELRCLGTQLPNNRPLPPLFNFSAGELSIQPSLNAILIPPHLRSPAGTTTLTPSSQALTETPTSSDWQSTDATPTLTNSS
# RGS4 pot: potentiators or activators of RGS4 | HEK293 M3R/inducible RGS4, carbachol calcium flux Fluo4; hits give low values | B-score at 10 µM | hit rate 0.92% among 310,000 | AID 463111;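 active = B-score of the integrated calcium signal more than 4 SD below the library mean, with starting fluorescence not abnormally high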;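 note: negative B-score means reduced calcium response which marks RGS4 activation or potentiation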
#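 Assay system: Inducible-RGS4 HEK293 cells carrying M3 receptor | Schedule: Compound preincubation 20 min at room temperature before agonist | Signal: Kinetic calcium fluorescence imaging with Fluo4-AM dye, 2 µM | Read-out basis: B score from integrated fluorescence ratio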
# HDAC3 inh: blocks human histone deacetylase 3 | O15379 | recombinant HDAC3, fluorogenic peptide/trypsin coupled, fluorescence | hit rate 0.15% among 320,000 | inhibition, % at 8.3 µM; in the data active = inhibition above about 26%, passing the limit was not always enough
# GSK3B inh: human GSK3beta kinase inhibition; P49841; GST-GSK3beta kinase, ADP-Glo luminescence, 60 min; hits give low values; activity score (negative = inhibition), % at 10 µM; hit rate 0.038% among 300,000; AID 2097;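 active = more than half of replicate wells score below -50%, meaning over 50% inhibition versus plate controls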;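 note: 0% = median DMSO wells and -100% = median GW8510 positive control wells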
#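 Assay system: GST-tagged human GSK3beta kinase, cell-free; Input: 1.6 ng GSK3beta; Medium: Tris/MgCl2 kinase buffer; Timing: 60 min enzyme reaction, room temperature; Signal: ADP-Glo luminescence quantifying ADP generated by kinase; Evaluation: score relative to plate controls; Benchmarks: DMSO neutral wells and GW8510 at 20 µM as positive.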
# An asterisk follows results filed as active; i = inactive; · = not tested or not shown. The list is partial; the hit share may differ from the screen's.
SMILES,KCNQ1 act,KCNK3 block,DYRK1A inh,hERG rescue,KCNQ1 inh,KCNK9 inh,PolyA inhibitor,GSK3 alpha inh,RGS4 pot,HDAC3 inh,GSK3B inh
[O-]/[N+](=C\c1ccncc1)c1ccc(Br)cc1,i,i,-1,-14,i,i,i,-2,i,1,3
COC1=NS(=O)(=O)c2ccccc21,i,i,-7,-2,i,i,i,1,i,1,-3
Cc1cc(C)n2nc(C(=O)N(C)C(c3ccccc3)c3ccccc3)nc2n1,i,i,-22,-8,i,i,i,1,i,2,-1
COC(=O)/C(=C/c1ccc(F)cc1)NC(C)=O,i,i,-6,3,i,i,i,2,i,4,0
O=C(CNC(=O)c1cc2c(n(-c3ccccc3)c1=O)CCCC2=O)c1ccccc1,i,i,15,-5,i,i,i,1,i,·,0
NC(=O)c1cc(S(=O)(=O)N2CCOCC2)ccc1N1CCCC1,i,i,-3,-4,i,i,i,1,i,1,0
COc1ccc(/C=C/C(=O)Nc2nc(N)n(-c3ccccc3)n2)cc1,i,i,9,-7,i,i,i,-3,i,3,-1
COc1cccc(CNS(=O)(=O)c2c(C(=O)N3CCCCCC3)c(C)n(C)c2C)c1,i,i,3,-4,i,i,i,1,i,-1,2
CC(=O)Oc1c(Cl)cc(Cl)cc1/C=C/c1ccc2ccccc2n1,i,i,3,-10,i,i,i,-2,i,3,1
COc1cccc(/C=N/Nc2nc3ccccc3[nH]2)c1O,i,i,5,-8,i,i,i,-5,i,·,1
S=C(Nc1cc(Cl)ccc1Oc1ccccc1)N1CCN(c2ccccn2)CC1,i,i,-5,-8,i,i,i,-1,i,8,-1
COc1ccc(NC2=CC(c3ccc(OC)c(OC)c3)N(c3ccc(OC)cc3)C2=O)cc1 (centres undefined),i,i,-5,-11,i,i,i,0,i,10,-1
O=C(CN1CCCCC1)Nc1ccc(S(=O)(=O)N2CCCCCC2)cc1,i,i,6,-6,i,i,i,0,i,4,3
Nn1c(SCC(=O)Nc2ccc3c(c2)OCCO3)nnc1C(F)(F)F,i,i,7,-3,i,i,i,·,i,1,-2
CCOCCCNC(=S)N(CCO)Cc1cc2cc3c(cc2[nH]c1=O)OCCO3,i,i,-2,-9,i,i,i,-2,i,21,-2
Cc1cc(=O)n2[nH]c(=O)c(N=Nc3ccccc3)c2[nH]1,i,i,17,-6,i,i,i,6,i,13,-1
CCCNC(=O)Nc1cc(OC)c(OC)cc1Cc1nccc2cc(OC)c(OC)cc12,i,i,7,-8,i,i,i,-2,i,-3,-5
COc1cccc(C(=O)Nc2nnc(-c3ccc(Cl)cc3)o2)c1,i,i,-2,-7,i,i,i,0,i,0,-1
O=C1/C(=C/c2ccccn2)SC(=S)N1N1CCOCC1,i,i,-8,-6,i,i,i,5,i,12,-1
c1ccc(COc2ccc(OCCN3CCCC3)cc2)cc1,i,i,7,-11,i,i,i,·,i,·,3

# Full records from above.
# COc1cccc(/C=N/Nc2nc3ccccc3[nH]2)c1O in the list: KCNQ1 act = i; KCNK3 block = i; DYRK1A inh = 5; hERG rescue = -8; KCNQ1 inh = i; KCNK9 inh = i; PolyA inhibitor = i; GSK3 alpha inh = -5; RGS4 pot = i; HDAC3 inh = ·; GSK3B inh = 1
# Nn1c(SCC(=O)Nc2ccc3c(c2)OCCO3)nnc1C(F)(F)F in the list: KCNQ1 act = i; KCNK3 block = i; DYRK1A inh = 7; hERG rescue = -3; KCNQ1 inh = i; KCNK9 inh = i; PolyA inhibitor = i; GSK3 alpha inh = ·; RGS4 pot = i; HDAC3 inh = 1; GSK3B inh = -2

# More compounds follow.
SMILES,KCNQ1 act,KCNK3 block,DYRK1A inh,hERG rescue,KCNQ1 inh,KCNK9 inh,PolyA inhibitor,GSK3 alpha inh,RGS4 pot,HDAC3 inh,GSK3B inh
CC(C)NC(=O)NC(=O)COC(=O)/C=C/c1ccc2c(c1)OCO2,i,i,2,-7,i,i,i,-1,i,2,0
Fc1ccc(-c2csc(NC(=S)Nc3ccccc3)n2)cc1,i,i,-3,-1,i,i,i,-1,i,-5,-2
CCOC(=O)Cn1c(=O)oc2cc(S(=O)(=O)N(CCN(C)C)Cc3ccccc3)ccc21,i,i,2,-8,i,i,i,-3,i,-3,3
COc1cc(/C=N/NC(=O)c2cc(-c3ccccc3)nc3ccccc23)cc(OC)c1O,i,i,·,-7,i,i,i,-3,i,-4,3
COC(CNC(=O)C(=O)NCC1OCCN1S(=O)(=O)c1ccccc1)OC (centres undefined),i,i,-13,-11,i,i,i,-1,i,-5,5
Cc1cc([N+](=O)[O-])ccc1NC(=O)CSc1nnc(C)n1C,i,i,-3,0,i,i,i,-1,i,5,-1
Cc1ccc(S(=O)(=O)NCC2CCC(C(=O)N3CCOCC3)CC2)cc1 (centres undefined),i,i,-2,-6,i,i,i,-1,i,-2,-20
Cc1ccc(N(CC(=O)NCC2CCCO2)C(=O)CCC(=O)Nc2ccccn2)cc1 (centres undefined),i,i,0,-12,i,i,i,1,i,0,4
CN(CC(=O)N1CCN(c2ccccn2)CC1)S(=O)(=O)c1cccc2nsnc12,i,i,-1,-12,i,i,i,·,i,·,0
CC(C)N(C(=O)CSc1nnc(Cn2nnc3ccccc32)n1C)C(C)C,i,i,9,-6,i,i,i,-4,i,2,-1
CCOC(=O)CSc1nc2sc3c(c2c(=O)[nH]1)CC(C)(C)OC3,i,i,1,-10,i,i,i,-3,i,6,0
Cc1cc(C)c(S(=O)(=O)NCCCn2ccnc2)c(C)c1,i,i,-9,-10,i,i,i,-1,i,2,2
COc1ccccc1N1CCN(C(=O)c2cc(C)on2)CC1,i,i,4,-7,i,i,i,-3,i,2,1
CCCCC(=O)Nc1ccccc1C#N,i,i,-1,-4,i,i,i,-2,i,-2,1
COc1ccc(C(=O)N(c2ccccn2)C2CCCCC2)c(OC)c1,i,i,·,-9,i,i,i,1,i,6,1
Cc1ccc(S(=O)(=O)N2CCOCC2)c(C)c1NS(C)(=O)=O,i,i,1,-12,i,i,i,0,i,-3,-6
O=C(OCc1ccccc1F)c1cc2ccccc2cc1O,i,i,15,-5,i,i,i,·,i,5,0
O=C(NCc1n[nH]c(=S)n1-c1cccc(C(F)(F)F)c1)c1ccco1,i,i,-1,-8,i,i,i,-1,i,-3,-2
O=C(N/N=C/C=C\c1ccco1)c1cccs1,i,i,0,-11,i,i,i,2,i,7,1
CN(c1ccccc1C(=O)N1CCN(c2ccccc2)CC1)S(C)(=O)=O,i,i,8,-6,i,i,i,-1,i,-2,-1

# 4 entries from above, with two lines to a compound:
# Each structure is followed by: KCNQ1 act | KCNK3 block | DYRK1A inh | hERG rescue | KCNQ1 inh | KCNK9 inh | PolyA inhibitor | GSK3 alpha inh | RGS4 pot | HDAC3 inh | GSK3B inh
Nn1c(SCC(=O)Nc2ccc3c(c2)OCCO3)nnc1C(F)(F)F
    i | i | 7 | -3 | i | i | i | · | i | 1 | -2
CC(C)NC(=O)NC(=O)COC(=O)/C=C/c1ccc2c(c1)OCO2
    i | i | 2 | -7 | i | i | i | -1 | i | 2 | 0
c1ccc(COc2ccc(OCCN3CCCC3)cc2)cc1
    i | i | 7 | -11 | i | i | i | · | i | · | 3
CCCNC(=O)Nc1cc(OC)c(OC)cc1Cc1nccc2cc(OC)c(OC)cc12
    i | i | 7 | -8 | i | i | i | -2 | i | -3 | -5

# Further records:
SMILES,KCNQ1 act,KCNK3 block,DYRK1A inh,hERG rescue,KCNQ1 inh,KCNK9 inh,PolyA inhibitor,GSK3 alpha inh,RGS4 pot,HDAC3 inh,GSK3B inh
COc1ccccc1-c1coc2cc(OC(=O)/C=C/c3ccccc3)ccc2c1=O,i,i,-11,-13,i,i,i,-3,i,3,-4
COc1ccc(CCNC(=O)CNS(=O)(=O)c2cccs2)cc1OC,i,i,9,-3,i,i,i,1,i,2,1
Cc1cc(Cl)ccc1OCC(=O)NCCC(=O)O,i,i,3,-1,i,i,i,-6,i,10,1
Cc1ccc(N2C(=O)[C@@H]3C(C(=O)CCN4C(=O)c5ccccc5C4=O)=NN[C@@H]3C2=O)cc1,i,i,0,-4,i,i,i,0,i,11,5
COc1ccc(CN2C[C@H](Cc3ccccc3)[C@@H](CC(=O)Nc3ccccc3)C2=O)cc1,i,i,11,-5,i,i,i,0,i,0,-10
Cc1cccc(NC(=O)CSc2nc(N)c(NC(=O)c3ccccc3F)c(=O)[nH]2)c1,i,i,-6,-10,i,i,i,-2,i,4,0
Cc1ccc2nc(NC(=O)c3ccc(N4C(=O)CCC4=O)cc3)sc2c1,i,i,39,-6,i,i,i,0,i,1,2
COc1cc2nc(SCc3ccc(C(F)(F)F)cc3)n(Cc3cccs3)c(=N)c2cc1OC,i,i,-4,-10,i,i,i,-6,i,2,2
COc1cccc(NC(=O)Nn2cnnc2)c1,i,i,7,-6,i,i,i,-5,i,5,-7
Cc1ccc(/C=C2\Oc3cc(OCC(=O)NN)ccc3C2=O)o1,i,i,-3,-10,i,i,i,-1,i,8,-4
COc1ccccc1Nc1nc(-c2cccc([N+](=O)[O-])c2)cs1,i,i,10,-5,i,i,i,-2,i,14,2

# Screening results: PubChem BioAssay, several laboratories
